Lipid storage S3: qHTS Assay for Lipid Storage Modulators in Drosophila S3 Cells | Drosophila S3 cells, BODIPY lipid droplet fluorescence, 18-24 h; cells fed with added oleic acid | lipid storage change, negative = inhibition, % at the top dose, mostly 46.1 µM; hits show Potency in µM | 320,000 tested, 0.64% active | AID 2685; active = well fitted inhibition curve with a large enough effect in the signal ratio, with a control signal flat, not every such curve was filed as active; inconclusive = small, poorly fitted or top-dose-only effect, or effect the other way, or a change in a side signal; the % refers to the signal ratio
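Laser-scanning cytometry quantifies lipid droplet accumulation (500–530 nm total intensity; droplet/cell object ratio) in oleic acid-fed (400 uM added) Drosophila S3 cells treated with a concentration series. 20 uM Triacsin C defined 100% inhibition.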
Lipid storage S3 cell count max: also measured in Lipid storage S3; calls as there; cell number change, %; measured here: cell count max response;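 cells counted by Cell Tracker Red CMTPX staining in the red channel; peak over a dose series mostly up to 46.1 µM; percent activity relative to internal control wells on each plate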
* hit, by the source's call; i = inactive; ? = inconclusive; nt = not tested or not shown; [ ] = dose if it differs, or a comment. % is set by controls: 0 for no effect and ±100 for the full control effect; potency is the fitted concentration of half-maximal effect. These rows are one share of the data. The share of hits here may be higher or lower than overall.

Lipid storage S3	Lipid storage S3 cell count max	compound
?	nt	COC(=O)CSc1nc(N)c2c3c(sc2n1)C(c1ccccc1)SC(c1ccccc1)C3 (centres undefined)
?	nt	Cc1nc2ncnn2c(C)c1CCC(=O)N1CCN(C(=O)c2ccco2)CC1
19%	4	CC1CCc2c(sc3nc(CN4CCOCC4)nc(N4CCc5ccccc5C4)c23)C1 (centres undefined)
?	nt	Oc1ccc(N2CCN(c3ncnc4sc(-c5ccccc5)cc34)CC2)cc1
-15%	6	CCN(CC)S(=O)(=O)c1ccc(/C=C/C(=O)O)cc1
?	nt	Cc1ccc(C2(C)NC(=O)N(CC(=O)NCc3cccs3)C2=O)cc1 (centres undefined)
?	nt	CCOC(=O)[C@H]1[C@H]2COc3ccc(C)cc3[C@@H]2N2C(=O)CN(Cc3ccc(OC)cc3)C(=O)[C@@]12C
9%	0	COc1ccc(CCN(C)C2CC(=O)N(c3ccccc3)C2=O)cc1OC (centres undefined)
13%	nt	O=C(O)CCSc1nnc(COc2cccc3ccccc23)n1-c1cccc(Cl)c1
?	nt	O=c1c2ccccc2[nH]c(=S)n1CCC1=CCCCC1
-2%	-6	CC(C)C[C@@H]1NC(=O)[C@H](C(C)C)NC(=O)c2cc([N+](=O)[O-])cc(I)c2OCC[C@@H](C(N)=O)NC1=O
18%	nt	COc1cc(C2/C(=C(\O)c3ccc4c(c3)OCCO4)C(=O)C(=O)N2CCN2CCOCC2)cc(OC)c1OC (centres undefined)
-54%	-9	O=C(O)c1ccccc1C(=O)Nc1ccc(Oc2cccc3ccccc23)cc1
?	nt	COc1cc(NC(=O)CN2C(=O)NC(C)(CCC(C)C)C2=O)cc(OC)c1 (centres undefined)
4.1µM*	-13*	Cc1[nH]c(C)c(S(=O)(=O)Nc2ccc(OC(F)(F)F)cc2)c1C(=O)N1CCCCC1
?	nt	Cc1cccn2c(=O)c3cc(C(=O)NCc4ccc(F)cc4)c(=N)n(CC4CCCO4)c3nc12 (centres undefined)
?	nt	O=C1CC(N2CCN(Cc3ccccc3)CC2)C(=O)N1c1ccccc1 (centres undefined)
13%	18	Cc1ccc(-c2csc3ncn(-n4c(C)ccc4C)c(=O)c23)o1
i	nt	CN(NC(=O)c1ccc(Cl)cc1Cl)C1=NS(=O)(=O)c2ccccc21
i	10	CCOC(=O)C1CCN(C(=O)Cc2ccc(OC)c(OC)c2)CC1

Complete entries, quoted from the list. Order of screens: Lipid storage S3, Lipid storage S3 cell count max
Results for Cc1ccc(-c2csc3ncn(-n4c(C)ccc4C)c(=O)c23)o1 → 13%, 18
Results for COc1cc(C2/C(=C(\O)c3ccc4c(c3)OCCO4)C(=O)C(=O)N2CCN2CCOCC2)cc(OC)c1OC (centres undefined) → 18%, nt
Results for CN(NC(=O)c1ccc(Cl)cc1Cl)C1=NS(=O)(=O)c2ccccc21 → i, nt
Results for Cc1[nH]c(C)c(S(=O)(=O)Nc2ccc(OC(F)(F)F)cc2)c1C(=O)N1CCCCC1 → 4.1µM*, -13*
Results for CC(C)C[C@@H]1NC(=O)[C@H](C(C)C)NC(=O)c2cc([N+](=O)[O-])cc(I)c2OCC[C@@H](C(N)=O)NC1=O → -2%, -6

An excerpt from above in order of their number in Lipid storage S3, ascending.
Structure,Lipid storage S3
O=C(O)c1ccccc1C(=O)Nc1ccc(Oc2cccc3ccccc23)cc1,-54%
CCN(CC)S(=O)(=O)c1ccc(/C=C/C(=O)O)cc1,-15%
CC(C)C[C@@H]1NC(=O)[C@H](C(C)C)NC(=O)c2cc([N+](=O)[O-])cc(I)c2OCC[C@@H](C(N)=O)NC1=O,-2%
COc1ccc(CCN(C)C2CC(=O)N(c3ccccc3)C2=O)cc1OC (centres undefined),9%
Cc1ccc(-c2csc3ncn(-n4c(C)ccc4C)c(=O)c23)o1,13%
COc1cc(C2/C(=C(\O)c3ccc4c(c3)OCCO4)C(=O)C(=O)N2CCN2CCOCC2)cc(OC)c1OC (centres undefined),18%

Later entries
Lipid storage S3	Lipid storage S3 cell count max	compound
?	nt	O=C(Cc1cccs1)Nc1ccc(-c2nnn(CC(=O)N3CCOCC3)n2)cc1
9%	20	CCOC(=O)COc1c(C=O)cc(Br)cc1OC
0%	-2	CSc1ccc(C(=S)N2CCN(C)CC2)cc1
?	nt	Cc1ccc(CN(C(=O)c2c(F)cccc2F)C2CC(C)(C)NC(C)(C)C2)o1
?	nt	Cc1ccc(S(=O)(=O)N2CCC(=O)N(CCOC(=O)Nc3ccc(F)cc3)CC2)cc1
6%	17	Cc1cc(NC(=O)CSc2nnc(-c3ccco3)n2C)no1
-1%	8	Cc1cc(Cl)c(S(=O)(=O)NCc2cccnc2)cc1OCC(=O)NC1CCCCC1
i[0.0737 µM]	nt	CS(=O)(=O)c1ccccc1-c1nnc(NC(=O)c2ccc(S(=O)(=O)N3CCCC3)cc2)o1
?	nt	Cc1ncc(CC(=O)n2cc(C(=O)c3cc(Cl)ccc3O)cn2)s1
?	nt	COc1cccc(-n2c(Cc3cc(=O)[nH]c(=O)[nH]3)nnc2SCC(=O)N2CCC(C)CC2)c1
?	nt	Cc1nn(C(=O)c2cc([N+](=O)[O-])ccc2Cl)c(C)c1Br
?	nt	Cc1nn(-c2ccccc2)c(C)c1P(=O)(c1ccccc1)N(C)C (centres undefined)
?	nt	CC1CCC(C(C)C)C(OCC(O)CNC(C)C)C1 (centres undefined)
?	nt	CS(=O)(=O)/C(C#N)=C/c1cccn1S(=O)(=O)c1ccccc1
i	nt	COc1ccccc1CCCNC(=O)C1CCC(=O)N(Cc2ccccc2F)C1 (centres undefined)
2%	2	CCOc1ccc(C(=O)N2CCN(c3cnn(-c4ccccc4)c(=O)c3Cl)CC2)cc1
?	nt	Cc1cc(/C=C2\Sc3ccccc3N2C)cc(C)[n+]1CC1CCCO1 (centres undefined)
1%	-24	CCOC(=O)C1=C(C)OC(N)=C(C#N)C1c1ccc(C)s1 (centres undefined)
7%	4	Cc1cccc(C)c1NC(=O)CNC(=O)C1CCCC1
?	nt	Cc1cccc(N2CCN(C(=O)C3CCN(S(=O)(=O)N4CCOCC4)CC3)CC2C)c1 (centres undefined)
?	nt	O=C(OCN1C(=O)c2ccccc2C1=O)c1cccc(S(=O)(=O)N2CCOCC2)c1
-13%	0	CC(=O)Oc1ccc2c(c1)O/C(=C\c1ccncc1)C2=O
?	nt	N#Cc1c(-c2cccc(Cl)c2)[nH]c(=S)[nH]c1=O
i	15	COc1ccc(S(=O)(=O)NCc2ccccc2Cl)cc1OC
?	nt	Cc1cc(C)c[n+](C(C)C(=O)c2ccc(Cl)cc2)c1 (centres undefined)
10%	1	CCOC(=O)c1ccc(NC(=O)CN2C(=O)C(C)SC(C)C2=O)cc1 (centres undefined)
i	-27	Cc1cccc(CN2C(=O)CSc3ccc(C(=O)NC4CC4)cc32)c1
16%	0	CCC(=O)c1ccc(OCc2ccc(C(=O)OC)cc2)c(OC)c1
-7%	-2	COC(=O)CC1=NN(c2nc(C)cc(C)n2)C(=O)C1
?	nt	CCC(C)[C@H]1CNCCN1CCc1cc(C(F)(F)F)cc(C(F)(F)F)c1 (some centres undefined)
5%	24	CC1=NN(C(=O)Cc2ccc([N+](=O)[O-])cc2)C(O)(C(F)(F)C(F)(F)F)C1 (centres undefined)
?	nt	CCCCn1nnnc1SCC(=O)Nc1ccc2c(c1)OCO2
?	nt	CC(=O)Nc1ccc(C(=O)CCl)cc1
?	nt	O=C(NNC(=O)C1CCN(S(=O)(=O)c2ccc(Cl)cc2)CC1)c1ccc(S(=O)(=O)N2CCCCC2)cc1
?	nt	CCCn1c(N)c(N(CCOC)C(=O)Cc2ccc(S(=O)(=O)N3CCOCC3)s2)c(=O)[nH]c1=O
-6%	10	O=C(Nc1cc(Cl)ccc1Cl)N1CCCC1
?	nt	CC(Oc1ccc([N+](=O)[O-])cc1Cl)C(=O)Nc1ccc(C(N)=O)cc1 (centres undefined)
i	nt	Clc1ccc2c(N/N=C/c3cccnc3)ccnc2c1
i	-2	CN(C)CCCOC(=O)c1ccc(Cl)cc1
?	nt	CC(OC(=O)C(NC(=O)c1ccco1)C(C)C)C(=O)Nc1ncc(Cl)cc1Cl (centres undefined)
?	nt	C/C(N)=C(/C#N)C(=O)COC(=O)CSc1ccc2ccccc2c1
9%	-10	Nc1cc(C(=O)OCC(=O)NCC2CCCO2)ccc1Cl (centres undefined)
?	nt	Cc1cccc(N(C)C(=O)COc2cc(=O)n(C)c3ccccc23)c1
?	nt	O=C(O)C1Nc2ccc(Br)cc2C2C=CCC12 (centres undefined)
-13%	-16	CC(C)(C)c1ccc(C(=O)NCC(=O)OCCN2C(=O)c3ccccc3C2=O)cc1
5%	3	Cc1ccc2cc(CN(C(=O)c3ccco3)c3cccc(C)c3C)c(=O)[nH]c2c1
?	nt	CCCN1CCC(=O)N([C@H](CSc2ccc(C)cc2)Cc2ccccc2)CC1
?	nt	Cc1ccc(C(=O)NCCCNC(=O)c2ccco2)cn1
24%	-60	ONC(=Nc1ccc(Cl)cc1)c1ccc(Cl)cc1
?	nt	COC(=O)C1=C(C(=O)OC)SC(=C2C(=S)C(C)(C)N(C(=O)C3CC3)c3ccccc32)S1

(cont.)
Lipid storage S3	Lipid storage S3 cell count max	compound
-9%	-12	O=C(Nc1cccc(C(=O)N2CCOCC2)c1)c1ccccc1
i	nt	O=C(Cn1nnc(-c2ccccc2)n1)Nc1ccccc1N1CCOCC1
?	nt	COC(=O)c1sccc1NC(=S)N1CCCCC1C (centres undefined)
?	nt	O=C1c2ccccc2C(=O)N1S(=O)(=O)c1ccccc1
-2%	26	COc1ccc(-c2cc3ccc(OCc4nn[nH]n4)cc3oc2=O)cc1
i	-14	COc1cccc(CNC(=O)CCS(=O)(=O)c2cccc3nsnc23)c1
i	9	OCC1(CCOc2ccccc2)CCN(Cc2ccccc2OC(F)F)CC1
i	-2	O=[N+]([O-])c1ccc(Sc2n[nH]c(-c3ccccc3)n2)nc1
-8%	-1	O=C(Oc1ccc(C(=S)N2CCCCC2)cc1)c1ccccc1
?	nt	CN(CCOC(=O)c1cccc(F)c1)Cc1ccccc1
?	nt	CCOC(=O)C(=Cc1ccc(OCc2ccc([N+](=O)[O-])cc2)c(OC)c1)C(=O)OCC
10%	1	CNC(=O)COC(=O)c1ccc(OCC(=O)Nc2ccccc2OC)c(OC)c1
?	nt	Cn1nc(C(F)(F)F)c(/C=N/OC(=O)c2ccccc2Cl)c1SCc1ccccc1Cl
?	nt	O=C(OCC1OC(n2ncc(=O)[nH]c2=O)C(OC(=O)c2ccccc2)C1OC(=O)c1ccccc1)c1ccccc1 (centres undefined)
-3%	14	CCOC(=O)c1ccc(-c2ccc(/C=N/NC(=O)c3cncc(Br)c3)o2)cc1
10%	-16	CCC(CC)c1nnc(NC(=O)C2CSC3(C)CCC(=O)N23)s1 (centres undefined)
-3%	8	O=C(COn1nnc2ccccc21)NCC1CCCCC1
13%	20	Cc1cc(C)nc(NS(=O)(=O)c2ccc(N3C(=O)c4ccccc4C3=O)cc2)n1
?	nt	O=C(c1ccc(Cl)cc1)c1c[nH]c(C(=O)NNc2cccc(Cl)n2)c1
-18%[9.22 µM]	-29	Cc1ccc(CSCCNC(=O)CN(c2ccccc2)S(C)(=O)=O)cc1
10%	15	Nc1ccc(C(=O)N/N=C/c2c[nH]c3ccccc23)cc1
?	nt	CC1(C)CC(=O)C2=C(C1)Oc1ncn3nc(-c4cccnc4)nc3c1C2c1ccccc1 (centres undefined)
?	nt	CCOc1cc(S(=O)(=O)N2CCC(c3nc4ccccc4s3)CC2)c(OCC)cc1S(=O)(=O)N1CCCCC1
?	nt	CC(=O)CCCC(NS(=O)(=O)CCC(Cl)(Cl)Cl)c1ccccc1 (centres undefined)
36%	5	CCC12CN3CCN(CC(C3)/C1=N\NC(=O)c1ccc(C(C)(C)C)cc1)C2
-2%	14	CC(=O)N1N=C2c3ccccc3CCC2C1c1ccc(F)cc1 (centres undefined)
?	nt	Cc1nn(-c2ccc(Cl)c(Cl)c2Cl)c(=O)c2ccccc12
?	nt	CC(C)Cn1c2c(c(=O)[nH]c1=O)C(C(F)(F)F)(C(F)(F)F)N=C(CCC1CCCCC1)N2
?	nt	Cc1sc2nc(CN(C(=O)NC3CCCCC3)C3CCCC3)[nH]c(=O)c2c1C
21%	nt	O=C(c1ccc(-n2cncn2)c([N+](=O)[O-])c1)N1CCN(S(=O)(=O)c2c(F)cccc2F)CC1
i	-3	CCOC(=O)N1CCN(C(=O)c2ccc(Cl)c(S(=O)(=O)Nc3ccccc3)c2)CC1
5%	-1	O=C(N/N=C/C(Cl)=C/c1ccccc1)c1ccc2c(c1)OCO2
-7%	-14	COc1cc2c(cc1NC(=O)C(C)Sc1cccc[n+]1[O-])oc1ccccc12 (centres undefined)
8%	12	COc1nn(CC(=O)N2N=C(C)CC2(O)C(F)(F)F)cc1[N+](=O)[O-] (centres undefined)
7%	6	CCOC(=O)Cn1c(=O)oc2cc(S(=O)(=O)NCCC(C)C)ccc21
?	nt	CCc1cc2c(-c3ccccc3)cc(=O)oc2cc1OC(C)C(C)=O (centres undefined)
?	nt	CCOC(=O)C1CCN(C(=O)c2cc3cc4cc(OC)ccc4nc3o2)CC1
-1%	-1	COc1ccc(C[C@@H](NS(=O)(=O)c2ccc(C(=O)O)cc2)C(=O)O)cc1
6%	-9	O=C(C1CCN(c2ccc(N3CCOCC3)nn2)CC1)N1CCN(c2ccc(F)cc2)CC1
9%	-2	COCCNC(=O)CN(C(=O)Cn1nnc2ccccc21)c1ccc(C)c(F)c1
?	nt	CC(C)c1ccccc1OCCCCCNCCO
?	nt	Cc1cc(C(=O)NCc2cc(F)cc3c2OCOC3)nn1C
?	nt	CCc1ccccc1OCc1nnc(N)s1

Screens: PubChem BioAssay, National Center for Advancing Translational Sciences (NCATS)
